PRMT1 FP inh = inhibitors of human PRMT1; Q99873; recombinant PRMT1, activity-based probe fluorescence polarization; inhibition, % at 2.79 µM; hit rate 1.3% among 370,000; AID 652257;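 active = inhibition above about 21% made by adding two undisclosed values, limit read from the data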
Target sequence (Q99873 whole entry, looked up): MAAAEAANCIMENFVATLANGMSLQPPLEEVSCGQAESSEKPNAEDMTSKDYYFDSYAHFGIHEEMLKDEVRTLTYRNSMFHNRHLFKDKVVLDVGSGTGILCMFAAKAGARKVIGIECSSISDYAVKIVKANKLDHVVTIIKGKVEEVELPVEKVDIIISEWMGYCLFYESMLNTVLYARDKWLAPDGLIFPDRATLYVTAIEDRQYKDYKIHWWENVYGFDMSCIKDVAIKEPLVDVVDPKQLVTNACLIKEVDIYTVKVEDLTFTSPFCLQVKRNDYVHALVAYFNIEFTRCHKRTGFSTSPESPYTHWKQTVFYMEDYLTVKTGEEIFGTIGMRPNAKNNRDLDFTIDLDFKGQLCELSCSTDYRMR
mABHD4 FP = inhibitors of mouse ABHD4; Q8VD66; purified mABHD4, FP-Rh probe fluorescence polarization; inhibition, % at 8.92 µM; hit rate 0.54% among 370,000; AID 720543;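 active = inhibition exceeding the mean over every tested compound plus 3 SD, cut at about 30% in these data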;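 also: 0% = plate median of compound wells and 100% = S159A mutant with DMSO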
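system = mouse ABHD4 enzyme, wild type | medium = HEPES pH 7.0, NaCl, Pluronic buffer | also added = FP-Rh probe | incubation = Enzyme–compound pre-incubation 45 min, then probe 60 min, both 25 °C | technique = fluorescence polarization, excitation 525 nm, emission 598 nm, BODIPY TMR filters | controls = S159A mutant high control, sample median low control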
TDP2 inh = blocks human TDP2 phosphodiesterase activity; inhibition, % at 12.8 µM; hit rate 0.34% among 370,000; O95551; recombinant TDP2, T5PNP hydrolysis, p-nitrophenol absorbance 415 nm;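 active = inhibition above the mean of all tested compounds plus 3 SD, set per campaign, cut at about 25% in these data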;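 also: 0% = DMSO with enzyme and 100% = buffer with substrate but no TDP2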
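Test system: human TDP2 enzyme; Input: 120 nM TDP2 per well; Buffer or medium: Mg2+-containing Tris-HCl buffer, pH 7.5; Reagent: 5 mM T5PNP; Dosing: 12.8 µM single point, 1% DMSO; Incubation: reaction 2 h, 37 °C; Detection: p-Nitrophenol epi absorbance; Read-out: % inhibition relative to enzyme-containing and enzyme-free wells; Replicates: single well per compound.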
NR1D1 modulator = Rev-erb alpha (human) modulation; P20393; Rev-erbα–FITC-DNA binding, fluorescence polarization, 90 min; hit rate 0.79% among 370,000; activity, % at 10 µM;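 active = activity above about 14%, limit read from the data; passing the limit was not always enough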;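 also: 0% = DMSO wells with 35 nM protein and 100% = DMSO wells with 750 nM protein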
HTRA1 inh = blocks human HTRA1 serine peptidase | Q92743 | recombinant HTRA1, FP-rhodamine activity-based probe, fluorescence polarization | inhibition, % at 5.96 µM | hit rate 0.5% among 340,000 | AID 504803; in the data active = inhibition above about 36%;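 also: 0% = enzyme with DMSO and 100% = wells lacking enzyme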
Target sequence (Q92743 whole entry, looked up): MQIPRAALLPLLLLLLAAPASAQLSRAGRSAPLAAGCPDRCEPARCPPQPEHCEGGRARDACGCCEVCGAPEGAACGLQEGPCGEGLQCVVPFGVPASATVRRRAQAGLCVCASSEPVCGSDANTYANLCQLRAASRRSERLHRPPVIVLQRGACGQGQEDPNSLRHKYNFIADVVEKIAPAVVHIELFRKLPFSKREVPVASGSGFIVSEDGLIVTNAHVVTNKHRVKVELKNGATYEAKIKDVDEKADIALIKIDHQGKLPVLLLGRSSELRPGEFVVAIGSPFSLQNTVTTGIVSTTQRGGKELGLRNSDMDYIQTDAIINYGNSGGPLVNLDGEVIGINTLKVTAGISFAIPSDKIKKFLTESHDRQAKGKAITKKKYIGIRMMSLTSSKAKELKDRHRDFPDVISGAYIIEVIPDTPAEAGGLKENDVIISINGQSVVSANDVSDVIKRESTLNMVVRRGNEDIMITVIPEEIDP
LEDGF integ inh = blocks HIV-1 LEDGF/p75-dependent DNA integration | TR-FRET IN-LEDGF/p75 DNA integration, Eu/Cy5 | AID 743269 | inhibition, % at 3.7 µM | hit rate 0.64% among 370,000;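 active = inhibition above the screen-wide mean plus 3 SD, cut at about 13% in these data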;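 also: signal is the Cy5 over europium emission ratio at 671 and 618 nm; 0% = plate median of compound wells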
TCR-CD3 inh = inhibitors of human TCR-CD3 interaction. TAMRA-labeled TCR probe fluorescence, biochemical. inhibition, % at 9.4 µM. hit rate 0.37% among 360,000; in the data active = inhibition above about 19%;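 also: recombinant mutant TCR 2C K166C tagged with TAMRA read by polarization; 0% = receptor in buffer alone and 100% = receptor with positive control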
rCAG RNA binder = r(CAG) repeat RNA binding. hit rate 1.3% among 370,000. inhibition, % at 3 µM. TO-PRO-1 dye displacement fluorescence;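 active = inhibition above the plate cutoff, the mean of all test compounds on that plate plus 3 SD, cut at about 35% in these data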;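 also: 0% = DMSO alone and 100% = 100 µM mitoxantrone as full dye displacement; higher means more dye released from RNA so lower well fluorescence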
PG9 binder = PG9 antibody binding by small molecule; inhibition, % at 6.7 µM; hit rate 0.43% among 360,000; TR-FRET gp120-PG9 antibody binding; in the data active = inhibition above about 8.5%
SIAE inh = blocks human sialic acid acetylesterase; Q9HAT2; SIAE FP-Rh probe binding, fluorescence polarization; inhibition, % at 9.66 µM; hit rate 0.69% among 370,000; AID 1053197;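 active = inhibition above a cutoff: mean of compounds within the control limits plus 3 SD of those, cut at about 17% in these data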;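 also: 0% = plate median of compound wells and 100% = probe without SIAE protein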
* marks the source's active call; other numbers are inactive results; / = not tested or not shown.

Values in the order: PRMT1 FP inh	mABHD4 FP	TDP2 inh	NR1D1 modulator	HTRA1 inh	LEDGF integ inh	TCR-CD3 inh	rCAG RNA binder	PG9 binder	SIAE inh
> Cc1nc(N(C)C)c2sc(=S)n(Cc3ccccc3)c2n1
→ -2	4	-17	6	-4	-1	3	0	-0.7	-3
> CCc1cc[n+](CC(=O)Nc2ccc(Cl)cc2Cl)cc1
→ -1	-4	-11	0	2	-2	2	7	-3.2	0
> N#Cc1c(-c2ccccc2)ccn(Cc2cccc(Cl)c2)c1=O
→ 5	-26	-6	2	-9	-6	-6	5	0.5	-5
> CC(=O)C1=C(O)C(=O)N(CCC(=O)O)C1c1cccc(F)c1 (stereo not given)
→ -2	1	-8	3	-2	-3	4	-3	-1.3	1
> C[C@H]1CN([C@@H](C)CO)C(=O)CCCn2nncc2CO[C@H]1CN(C)C(=O)Nc1ccccc1
→ -8	-6	-18	4	7	4	-1	2	2.5	2
> C/C(=C\C(=O)c1ccc(Br)cc1)NNC(=O)c1ccc(O)cc1
→ 4	-19	-20	-4	31	-1	35*	4	-0.7	1
> Cn1nc(C(C)(C)C)c([N+](=O)[O-])c1C(=O)N1CCCCCC1
→ -4	-1	6	0	9	1	6	-6	-0.9	16
> Cc1cc2c(nc1C)CCCN2S(=O)(=O)c1ccc(F)cc1
→ 2	4	-7	7	/	0	-2	2	0.0	-4
> O=C(NCC1COc2ccccc2O1)c1ccc(Cl)c(S(=O)(=O)N2CCCC2)c1 (stereo not given)
→ -4	-8	-8	2	-7	5	6	-1	0.0	-1
> CCOc1cccc(CN2CCN(CCCc3ccccc3)C(CCO)C2)c1O (stereo not given)
→ -2	5	-6	4	-3	-3	-5	-9	-1.3	0
> CCOC(=O)N1CCN(C(=O)c2cn(CC)c3ccc(S(=O)(=O)N(C)C4CCCCC4)cc3c2=O)CC1
→ -3	5	15	-6	3	0	9	-3	-1.2	-3
> COc1ccc(NC(=O)COc2nsnc2N2CCOCC2)c(OC)c1
→ -1	5	14	1	4	1	4	0	-1.2	12
> CC(C)c1ccc(N(C(=O)c2cc3ccccc3oc2=O)C2C=CS(=O)(=O)C2)cc1 (stereo not given)
→ -3	4	-1	1	1	-2	8	-3	-1.4	8
> COC(=O)C1=C(O)/C(=C\c2cc(C)n(-c3ccccc3F)c2C)N=C1C
→ 8	7	-3	-6	8	0	-1	10	-2.8	-6
> O=C(COC(=O)/C=C/c1ccccc1[N+](=O)[O-])Nc1ccc2[nH]c(=O)[nH]c2c1
→ 1	11	5	-2	-2	1	3	10	-2.6	7
> CCc1nc2c(OCc3ccc(C#N)cc3)cccn2c1N(C)C(=O)c1ccco1
→ -1	-1	-5	11	/	0	0	5	0.9	4
> Cc1nc(C)c(-c2csc(Nc3ccc(O)c(C(=O)O)c3)n2)s1
→ 2	45*	11	0	-3	-8	6	35*	-5.2	-12
> NS(=O)(=O)c1ccc(NC(=O)Nc2cccc3ccccc23)cc1
→ -6	-2	-17	-5	-6	1	6	3	-0.9	0
> CC1CCN(c2ccc(C(=O)O)cc2NS(=O)(=O)c2ccc(C(C)(C)C)cc2)CC1
→ 1	42*	-2	-2	/	5	/	64*	/	6
> COC(=O)CCCn1cc(CN2CC(N3CCCCC3)CS2(=O)=O)nn1 (stereo not given)
→ 3	11	-6	4	/	-3	3	2	-0.6	4
> CCCN1C(=O)C2(C(C(=O)c3ccc(C)o3)=C(O)C(=O)N2CCCOC)c2ccccc21 (stereo not given)
→ 3	6	5	0	4	3	1	5	9.2*	5
> COc1ccc(C)cc1S(=O)(=O)NC(C)C(=O)NC1CC1 (stereo not given)
→ 0	0	1	3	-2	-2	-7	-4	2.3	5
> O=C(Nc1ccc(F)c(C(F)(F)F)c1)Nc1nnc(-c2ccncc2)s1
→ 5	-15	-6	0	/	-6	/	/	/	-5
> COC(=O)C1CN(C2CC2)CCS(=O)(=O)N1Cc1cn(Cc2ccc(C)cc2)nn1 (stereo not given)
→ -1	10	-10	0	/	2	/	3	/	10
> Cc1c(Cl)c([N+](=O)[O-])nn1CCCC(=O)Nc1cccc(Cl)c1Cl
→ 2	0	1	-1	-8	-1	-1	-1	-0.2	-5
> COC(CN(C)S(=O)(=O)c1cc2c3c(c1)CCC(=O)N3CCC2)OC
→ -3	4	-10	-3	10	1	6	-3	-1.6	0
> O=C(c1csc2ccccc12)N1CCN(c2ccccn2)CC1
→ -3	-1	-17	6	-4	-1	5	-3	0.0	11
> CCOC(=O)c1cn(-c2ccc(F)c(F)c2F)c2c(F)c(F)c(F)cc2c1=O
→ 2	-11	-17	6	5	2	-7	-1	3.3	1
> C[C@H]1[C@H](C)CC[C@]2(C(=O)O)CC[C@]3(C)C(=CC[C@@H]4[C@@]5(C)CC[C@H](O)C(C)(C)[C@@H]5CC[C@]43C)[C@H]12
→ -1	-7	-1	-2	-5	1	5	1	-0.6	1
> CC(C)C(=O)NNC(=O)CSc1ncnc2c1cnn2-c1ccccc1Cl
→ 0	4	-13	1	6	-2	2	4	-1.4	-8
> CN(Cc1nc(C(c2ccccc2)c2ccccc2)no1)CC1COCCO1 (stereo not given)
→ 1	2	2	-3	-2	0	1	-6	-3.0	-7
> O=Cc1ccccc1-c1cn(CN2C(=O)c3ccccc3C2=O)nn1
→ 0	1	8	-4	-7	1	6	-2	-1.7	-4
> CNC(=O)/C(=C\c1ccc2c(c1)OCO2)NC(=O)c1ccc(Br)cc1
→ 0	8	-6	0	2	1	8	0	1.4	0
> CCOc1cc(/C=N/NC(=O)CSc2cccc3cccnc23)ccc1O
→ 0	3	2	9	0	0	-3	-2	-1.7	8
> CC(C)(C)c1ccc(S(=O)(=O)N2CCCC2C(=O)N2CCN(c3ccccc3)CC2)cc1 (stereo not given)
→ 2	0	-13	-3	/	-5	/	8	/	0
> COc1ccc(C2C(C(=O)NCc3ccccn3)CCC(=O)N2c2cc(OC)c(OC)c(OC)c2)cc1 (stereo not given)
→ -3	-4	-31	0	2	7	11	-5	1.5	-8
> Cc1ccc(-n2c(C)cc(C(=O)COC(=O)C3=NNC(=O)CC3)c2C)cc1
→ 0	0	3	-4	-4	-2	8	2	-0.2	-4
> O=C(/C(=N/N=C/c1ccc(O)c(O)c1)c1ccccc1)c1ccccc1
→ 3	16	-4	2	41*	-5	7	37*	-1.1	-20
> Cc1ccc(F)cc1NC(=O)Cc1nn(C)c(=O)c2ccccc12
→ -3	6	-1	0	-5	-1	3	-2	0.5	-7
> CC(C)C[C@H](NC1(C(=O)NC2CCCCC2)CCN(C(=O)OC(C)(C)C)CC1)C(=O)NCCc1c[nH]c2ccccc12
→ 4	7	0	-1	/	-3	/	/	/	8
> COC(=O)N/N=C/c1cc(N=Nc2ccccc2)ccc1O
→ 1	14	-7	9	3	-1	12	12	-1.4	8
> Cc1cc2ncn(/N=C/c3cc(Br)ccc3O)c2cc1C
→ -3	2	10	4	/	-3	2	0	-0.1	-8
> O=C(C1=C(O)C(=O)N(CCN2CCOCC2)C1c1cccc(O)c1)c1cc2ccccc2o1 (stereo not given)
→ 0	4	-6	2	4	5	-3	7	3.2	1
> Cc1cc(C)c(C(=O)N(C)CC2CCCN(CCc3ccccc3F)C2)o1 (stereo not given)
→ 0	1	18	-3	-2	-1	4	-11	-1.4	2
> CCC(C)(C)c1ccc(Oc2ccc(NC(=O)COC(=O)C3=COCCO3)cc2)cc1
→ -3	-33	-31	1	-40	5	10	7	-1.5	-52
> Cc1ccc(C)c(C(=O)CCC(=O)NCc2ccc(Cl)cc2)c1
→ 3	2	-2	-2	-17	-1	1	3	-0.2	-14
> COc1ccc(OC)c(-c2csc(-c3cccs3)n2)c1
→ -1	28	12	2	-16	1	6	3	0.7	0

From PubChem BioAssay

This is a subset, so the mix of outcomes need not match the whole.
